aSyn yeast inh = alpha-synuclein toxicity inhibition in yeast. Yeast expressing alpha-synuclein, growth rescue, BacTiter-Glo, 24 h. Potency, µM (titrated, usually from 46.1 µM), without a hit: at the highest dose growth rescue (activation), hits mostly activators. 370,000 compounds, 0.14% hits. AID 652106; further: % of control where 0% means no effect; nearly all actives have a fitted effect of over 65% in size
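Galactose-induced alpha-syn yeast (OD600=0.02, raffinose-pregrown) + pinned cpd, 24 hr, 30 deg C; growth by BacTiter-Glo luminescence. Growth restoration scores as activation.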
FUS suppressor = rescues growth of FUS-expressing yeast; S. cerevisiae FUS-expressing, growth rescue, OD600, 24 h; Potency, µM (top dose mostly 76.6 µM), for inactives: at the highest dose growth rescue (activation), actives largely listed as activators; 390,000 compounds, 0.24% hits;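 further: plate controls were DMSO vehicle for no effect and reference control for full effect; nearly all actives have a fitted effect of over 55% in size; some results filed as inactive show a strong effect at the top dose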
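Compound concentration series was pinned onto galactose-induced FUS-expressing yeast seeded at OD 0.005. Plates sat 24hr at 30C; absorbance at 600 nm gave growth. DMSO served as background control.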
EPAC1 antag = antagonists of human EPAC1 | O95398 | EPAC1 GEF assay, Rap1b-BODIPY-GDP exchange fluorescence | Potency, µM (series often up to 115 µM), for the others: at the highest dose activity change, negative = inhibition, most hits filed as inhibitors | 360,000 compounds, 0.14% hits;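 further: plate controls were vehicle for no effect and positive control for full effect; nearly all actives have a fitted effect of over 50% in size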
EPAC1 agonist = agonists of human EPAC1; Potency, µM (series often up to 154 µM), inactives show top-dose activation, actives largely listed as activators; EPAC1 agonist qHTS, biochemical assay; response scale: 100% = response to 6.5 mM cAMP; AID 720707; 360,000 compounds, 0.073% hits; O95398; further: nearly all actives have a fitted effect of over 60% in size
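Nucleotide exchange assay: 100 nM EPAC1 with 250 nM Rap1B loaded with BODIPY-GDP and 50 uM GDP, room temperature. Fluorescence (480/540 nm) read every 5 min for 30 min; signal change normalized to 6.5 mM cAMP as full agonist.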
EPAC2 antagonist = blocks human EPAC2 exchange factor; AID 720708; Q8WZA2; 360,000 compounds, 0.18% hits; EPAC2 GEF exchange of Rap1B-BODIPY-GDP, fluorescence; Potency, µM (doses to about 114 µM), for inactives: at the top dose activity, negative = inhibition, hits mostly inhibitors; further: on the % scale 0 is the no-effect control and ±100 the full control effect; nearly all actives have a fitted effect of over 45% in size; many of its hits are not listed in these tables
PTHR1 ag = activates the human parathyroid hormone receptor PTHR1. AID 743266. HEK293 GP2 PTHR1 cells, GloSensor cAMP luminescence, 1 h. 410,000 compounds, 0.075% hits. Potency, µM (doses to about 115 µM), without a hit: at the highest dose activation, hits mostly activators; further: nearly all actives have a fitted effect of over 55% in size; some results filed as inactive show a strong effect at the top dose; inactives centre near -15; many of its hits are not listed in these tables
Target sequence (Q03431 whole entry, looked up): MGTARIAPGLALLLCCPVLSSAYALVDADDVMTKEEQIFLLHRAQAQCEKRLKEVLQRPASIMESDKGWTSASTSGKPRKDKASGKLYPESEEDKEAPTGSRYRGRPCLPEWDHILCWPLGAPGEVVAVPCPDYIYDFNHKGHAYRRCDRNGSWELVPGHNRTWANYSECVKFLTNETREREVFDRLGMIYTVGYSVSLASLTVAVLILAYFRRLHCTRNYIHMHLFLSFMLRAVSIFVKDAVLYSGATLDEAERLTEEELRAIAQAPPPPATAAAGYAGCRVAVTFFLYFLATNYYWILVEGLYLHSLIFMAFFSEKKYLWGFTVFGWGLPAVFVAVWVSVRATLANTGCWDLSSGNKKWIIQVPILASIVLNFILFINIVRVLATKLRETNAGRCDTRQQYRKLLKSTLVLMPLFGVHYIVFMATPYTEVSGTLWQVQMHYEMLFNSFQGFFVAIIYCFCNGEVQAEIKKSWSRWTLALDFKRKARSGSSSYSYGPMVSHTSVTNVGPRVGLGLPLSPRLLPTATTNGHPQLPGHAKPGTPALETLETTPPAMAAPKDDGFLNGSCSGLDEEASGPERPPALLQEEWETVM
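HEK-293-derived GP2 cells expressing PTHR1 and a GloSensor cAMP reporter, 3,000/well, plated overnight, given luciferin plus IBMX (each 0.5 mM as added) for 1 h at 37 °C, then compound for 1 h at 37 °C. Luminescence was read after 15 min at room temperature.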
TDP-43 yeast inh = inhibitors of TDP-43 toxicity in yeast. AID 652104. Potency, µM (top dose mostly 46.1 µM), without a hit: top-dose growth rescue (activation), actives largely listed as activators. 410,000 compounds, 1.8% hits. TDP-43 expressing yeast growth rescue, BacTiter-Glo, 24 h; further: % of control where 0% means no effect; nearly all actives have a fitted effect of over 50% in size
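Cell-based yeast growth screen: TDP-43 expression induced in galactose, inoculum OD600=0.02 after raffinose pregrowth to mid-log. Read-out BacTiter-Glo luminescence at 24 hr, 30 deg C; inhibition of toxicity seen as signal increase.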
EPAC2 ag = activates human EPAC2 exchange factor | AID 720711 | Q8WZA2 | EPAC2 activation, biochemical qHTS; response scale: 100% = 6.5 mM cAMP response | Potency, µM (highest dose often 154 µM), inactives show at the top dose activation, hits mostly activators | 360,000 compounds, 0.079% hits; further: nearly all actives have a fitted effect of over 50% in size
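Each well held 100 nM EPAC2, 250 nM RAP1B-BODIPY-GDP and 50 uM GDP. Fluorescence, read at 5-min intervals to 30 min, was referenced to a 6.5 mM cAMP positive control.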
Active calls of the source: *; i = inactive; ? = inconclusive; . = not tested or not shown; & = joins results of further samples; [ ] = remark or other dose. The call rests on the fitted dose curve; in most records, active means well fitted curve in the direction sought with a large enough effect; inconclusive means small, poorly fitted or top-dose-only effect, or another doubt; inactive means no such curve, though single readings can be large; an effect the other way counts as inactive or inconclusive. Potency means the concentration at half of the fitted maximal effect. The list is partial, so the mix of outcomes need not match the whole.

SMILES | aSyn yeast inh | FUS suppressor | EPAC1 antag | EPAC1 agonist | EPAC2 antagonist | PTHR1 ag | TDP-43 yeast inh | EPAC2 ag
COc1ccc(C(=O)Cc2cc(OC)c(OC)cc2C(=O)c2ccccc2F)cc1OC | 1% | 36% | -20% | 9% | -23% | -2% | -1% | 14%
CCCCCCc1cc2cc(C(=O)OCC)c(=O)oc2cc1O | -1% | -9% | 1% | -1% | -12% | i | 0% | -5%
Cc1nn(-c2ccccc2)c(C)c1/C=C/C(=O)OCC(=O)Nc1ccc(S(N)(=O)=O)cc1 | -6% | 6% | -25% | 3% | -3% | -58%[inhibitor] | 7% | -1%
CC(c1ccc(F)cc1)n1c(-c2ccc3ccccc3n2)n[nH]c1=S (configuration not stated) | -3% | -5% | -2% | 20% | -12% | -18%[57.5 µM] | ? | 13%
COc1ccccc1C(CNC(=O)CN1C(=O)NC(C)(c2ccc3ccccc3c2)C1=O)N1CCCC1 (configuration not stated) | -5% | 13% | -24% | -6% | -1% | i | 16% | 7%
O=C(c1ccccc1F)N(Cc1ccc(F)cc1)C1CCS(=O)(=O)C1 (configuration not stated) | 2% | -13% | -2% | 0% | 5% | -29%[57.5 µM] | -4% | 8%
COc1ccc(CC(=O)N2CCN(C(=O)c3ccco3)CC2)cc1 | -6% | -3% | 5% | 5% | -3% | i | -2% | 9%
COC(=O)C1=C(C)N(Cc2ccc(C)cc2)C(=O)C1 | 0% | 15% | -11% | -2% | 12% | i | 2% | 1%
CCCC(=O)N1CCCC(c2cc(C(=O)Nc3ccccc3)no2)C1 (configuration not stated) | -27% | 14% | -4% | 1% | 2% | -37%[inhibitor] | -13% | 4%
COc1ccc(N/C=C2/Sc3ccccc3NC2=O)cc1 | 0% | -22% | -17% | 0% | -3%[57.1 µM] | -5% | 11% | 1%
COc1ccc(-c2nnc(SCC(=O)N3c4ccccc4Sc4ccccc43)o2)cc1 | 2% | -12% | 9% | -4% | 3% | i | -9% | -1%
CCCCn1c(N)c(N(CCOC)C(=O)COc2ccc(Cl)cc2)c(=O)[nH]c1=O | 1% | -17% | -12% | -11% | 8% | i | -8% | -3%
COc1ccccc1N1CCN(C(=O)c2ccc(N(C)S(=O)(=O)c3ccccc3)cc2)CC1 | 12% | 24% | -4% | 9% | -1% | -14% | 26% | 9%
N#C/C(=N\Nc1ccc(Cl)c(Cl)c1)C(=O)C1CC1 | -12% | 4% | -18% | -6% | -21% | -32%[inhibitor] | -11%[1.82 µM] | -9%
CN(C)S(=O)(=O)c1cccn1-c1ncc(C(F)(F)F)cc1Cl | 8% | -10% | 3% | -9% | 3% | -11%[57.5 µM] | 19% | 1%
Cc1ccc2c(c1)C(=O)C(=O)N2Cc1ccc(C(F)(F)F)cc1 | 0% | -10% | -30% | -20% | -11% | -16% | ? | -5%
COc1ccc(N)cc1C#N | -2% | -23% | -7% | -7% | -3% | -11% | 5% | ?
O=C(Nc1c[nH]c(=O)[nH]c1=O)c1ccc2c(c1)C(=O)N(c1cccc([N+](=O)[O-])c1)C2=O | -19% | 2% | ? | 9% | 2% | -11% | -16% | -4%
CC1CCN(Cc2ccc(NC(=O)CC3Oc4ccccc4NC3=O)cc2)CC1 (configuration not stated) | 1% | -16% | -6% | 17% | -5% | -25% | 16% | 7%
CCN(CC)CCN(C(=O)c1ccc2c(c1)CCCC2)c1nc2ccc(F)cc2s1 | 21% | 26% | 2% | 6% | -7% | -12% | -11% | 12%
COc1ccc(NC(=O)CCNS(=O)(=O)c2cc(Br)cnc2N)cc1OC | 1% | 11% | 20% | 10% | -6% | i | -20% | 2%
CCN(CC(=O)Nc1ccc(Cl)c(C(F)(F)F)c1)CC(=O)NC1CCS(=O)(=O)C1 (configuration not stated) | 1% | -3% | -3% | -8% | 13% | i | -1%[9.22 µM] | -1%
Cc1cccc(C(=O)NN(C)c2nc(-c3ccccc3)nnc2C(F)(F)F)c1 | 1% | -19% | -2% | 6% | 1% | -1%[57.5 µM] | -4% | 0%
O=P1(O)CC2=C(CC=CC2)C1 | -13% | -9% | 7% | -2% | 4% | -2% | 4% | 6%
CCCCn1ccnc1C | 1% | 7% | -15% | -7% | 2% | -3% | 6% | 6%
CCc1ccc(NCCC(=O)c2ccc(Br)cc2)cc1 | 3% | 5% | 3% | 6% | -2% | i | -12% | 5%
CN(CC(=O)Nc1ccc(Cl)cc1)CC(=O)Nc1cc(Cl)ccc1C#N | -1% | 23% | -20% | 15% | -17% | -1%[57.5 µM] | -11% | 10%
COc1ccccc1/C=C/C(=O)OCC(=O)c1c[nH]c2ccccc12 | -6% | . | 2% | 5% | -1% | -34%[inhibitor] | 15% | 8%
CCc1ccc(NC(=O)COC(=O)Cn2cnc3ccccc32)cc1 | -2% | 7% | 15% | -5% | -21% | i | 1% | -6%
Cc1onc(-c2ccccc2)c1CNC(=O)Nc1ccccc1 | -4% | -3% | -5% | -13% | -8% | -13% | 0% | 7%
CCOc1ccccc1-c1cc(C(=O)N/N=C/c2ccc(O)c(OC)c2)c2ccccc2n1 | -6% | 28% | 11% | 11% | 8% | -16% | 17% | -14%
O=C(N/N=C/c1cc(Cl)cc([N+](=O)[O-])c1O)C1CC1 | -70%[inhibitor] | -7% | 2% | -5% | -14% | -14% | -37%[inhibitor] | 4%
CCc1cccc(C)c1NC(=O)C1CCN(c2nn3c(=O)cc(C)nc3s2)CC1 | -5% | 3%&5% | -30% | -2% | 2% | ? | -21%&12% | -3%
Cc1nc2sccn2c(=O)c1S(=O)(=O)N1CCN(c2ccc(F)cc2)CC1 | 0% | -2%&5% | -10% | 6% | 1% | -18%&-48% | 14%&-7% | 5%
O=C(CCNC(=O)c1ccccc1)NCc1ccccc1F | 1% | 9% | -6% | 7% | 4% | -50%[inhibitor] | 23% | -1%
CCCCCC(=O)NC(=S)NNC(=O)c1ccc([N+](=O)[O-])cc1 | 9% | . | 0% | -3% | 12% | i | 42% | -21%
CCC(C)(C(=O)NC1CCCC1)N(CC1CCCO1)C(=O)c1ccc2c(c1)OCO2 (configuration not stated) | 1% | 10% | 0% | 1% | -2% | -16%[57.5 µM] | -3% | 1%
Cc1ccc(NS(=O)(=O)c2cc(C(=O)N3CCOCC3)ccc2C)cc1 | 5% | -4% | 12% | -3% | 2% | -5%[57.5 µM] | -13% | 2%
CCC(=O)Nc1ccc2c(c1)nc1n2CCSC1 | 4% | 45% | -1% | 4% | -3% | -2%[57.5 µM] | 27% | 1%
CCOc1ccc(CNC(=O)C2CCN(C(=O)N3CC(C)Oc4ccccc43)CC2)cc1 (configuration not stated) | 7% | 13% | -22% | -2% | -8% | -32%[inhibitor] | 24% | 1%
C=CCNC(=O)c1cc2c(=O)c3ccccc3oc2nc1C | 5% | 6% | 3% | 3% | 5% | i | -7%[9.22 µM] | -1%
CC(Oc1ccccc1Cl)C(=O)Nc1ccc(S(=O)(=O)N2CCN(C)CC2)cc1 (configuration not stated) | -7% | 7% | -29% | -1% | -4% | i | 15% | 5%
CCS(=O)(=O)N1CCCC(C(=O)N2CCc3ccccc3C2)C1 (configuration not stated) | -2% | . | 11% | -2% | 6% | -23% | -30% | 1%
Cc1cccc(NC(=O)c2sc3nc(N)c(C#N)cc3c2N)c1 | 9% | 23% | 0% | 6% | -15% | i | 24% | 0%
N#C/C(=C/c1ccc(N2CCCCC2)cc1)c1cccc(F)c1 | -3% | 0% | 29% | 1% | 5% | -41%[inhibitor] | 20% | 9%
CC1CCCCN1c1cc(C#N)c(C#N)cc1[N+](=O)[O-] (configuration not stated) | -10% | -21% | -4% | 4% | -2% | -25%[57.5 µM] | -11% | 3%
Cc1ccc(CSCC(=O)NN=C2CCN(C)CC2)cc1 | -3% | . | 12% | -3% | 19% | 5% | 0% | 5%
COc1cc(/C=N/N2CCCCC2)cc(OC)c1O | 6% | 11% | 3% | 6% | 3% | -11% | -5% | 4%

Looked up by structure from above, two records:
SMILES | aSyn yeast inh | FUS suppressor | EPAC1 antag | EPAC1 agonist | EPAC2 antagonist | PTHR1 ag | TDP-43 yeast inh | EPAC2 ag
CC(Oc1ccccc1Cl)C(=O)Nc1ccc(S(=O)(=O)N2CCN(C)CC2)cc1 (configuration not stated) | -7% | 7% | -29% | -1% | -4% | i | 15% | 5%
C=CCNC(=O)c1cc2c(=O)c3ccccc3oc2nc1C | 5% | 6% | 3% | 3% | 5% | i | -7%[9.22 µM] | -1%

(list continues)
SMILES | aSyn yeast inh | FUS suppressor | EPAC1 antag | EPAC1 agonist | EPAC2 antagonist | PTHR1 ag | TDP-43 yeast inh | EPAC2 ag
CC(C)C(=O)N1CCN(c2ccc(NC(=S)NC(=O)c3cc4ccccc4o3)cc2)CC1 | -1% | 40% | -7% | -16% | -3% | -36%[inhibitor] | -9% | 6%
CN(C)CCCNS(=O)(=O)c1ccc(Oc2ncc(C(F)(F)F)cc2Cl)cc1 | 8% | -1% | 1% | -15% | 14% | i | -5% | 0%
CC1CCC2(CC1)NC(=O)N(CC(=O)Nc1sc3c(c1C(N)=O)CCC3)C2=O (configuration not stated) | 2% | 35% | -29% | 11% | 7% | -33%[inhibitor] | 24% | -2%
COc1cc(C(=O)c2cc3c(cc2C)OCO3)cc(OC)c1OC | -13% | -5% | 3% | -6% | ? | -38%[inhibitor] | ? | 6%
CN1CCN(CCCc2c3c(cc4c2CCC4)CCC3)CC1 | 0% | . | 8% | 8% | 2% | i | -28% | 7%
NC1=NC(=O)/C(=C\C=C\c2ccccc2)S1 | 4% | . | 3% | 4% | 13% | i | -2% | -1%
CN(C(=O)c1ccc2c(c1)S(=O)(=O)N=C1CCCCCN12)c1ccccc1 | -3% | -3% | 18% | 2% | 5% | 11% | -9% | 10%
O=C1CCCN1CCCNc1nc(NCc2cccs2)nc2ccsc12 | 2% | -10% | -15% | 3% | 4% | -17% | 5% | 4%
O=c1c2ccccc2[nH]c2ccccc12 | -22% | -5% | -7% | -13% | -5% | -52%[inhibitor] | ? | 8%
C[N+]1(CC(=O)Nc2ccccc2Cl)CCN(C(=O)c2cccs2)CC1 | -8% | 6% | 11% | 2% | 5% | -2%[57.5 µM] | -20% | 1%
COc1cc2[nH]c(=O)n(CCCCCC(=O)N3CC=C(c4ccccc4)CC3)c(=O)c2cc1OC | -4% | 20% | -3% | 6% | -4% | -18%[57.5 µM] | -3% | 9%
Cc1cccc(C(=O)c2cccc(C)c2)c1 | -10% | . | -7% | -15% | 0% | i | 5% | 5%
COC(=O)c1c([N+](=O)[O-])c(OC)c(OC)c(OC)c1[N+](=O)[O-] | -10% | 3% | -13% | 7% | -12% | -15% | -1%[9.22 µM] | 9%
